# Screening data deposited in PubChem BioAssay by several laboratories.
# aDG glyco up: alpha-DG glycosylation activation | Pro5-aDG cells, alpha-DG glycosylation AlphaScreen (IIH6); 0% Pro5, 100% B10-LARGE cell signal | activation, % at 10 µM | 360,000 compounds, 0.22% hits | AID 624168;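 active = activation of at least 8% versus controls, or a plate z-score of at least 8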;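 also: Pro5 are CHO cells carrying HIG-tagged alpha-DG that lacks glycosylation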
# HTR2A ag: activates the mouse 5-HT2A serotonin receptor; CHO-K1 mHTR2A beta-arrestin complementation, luminescence; percent of 30 µM serotonin response; activation, % at 7.6 µM; 360,000 compounds, 0.66% hits; AID 624169;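 active = activation above a run cutoff, the mean activation of all tested compounds plus 3 SD, cut at about 14% in these data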;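 also: 0% = plate median of compound wells and 100% = 30 µM serotonin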
# Target sequence (P35363 whole entry, looked up): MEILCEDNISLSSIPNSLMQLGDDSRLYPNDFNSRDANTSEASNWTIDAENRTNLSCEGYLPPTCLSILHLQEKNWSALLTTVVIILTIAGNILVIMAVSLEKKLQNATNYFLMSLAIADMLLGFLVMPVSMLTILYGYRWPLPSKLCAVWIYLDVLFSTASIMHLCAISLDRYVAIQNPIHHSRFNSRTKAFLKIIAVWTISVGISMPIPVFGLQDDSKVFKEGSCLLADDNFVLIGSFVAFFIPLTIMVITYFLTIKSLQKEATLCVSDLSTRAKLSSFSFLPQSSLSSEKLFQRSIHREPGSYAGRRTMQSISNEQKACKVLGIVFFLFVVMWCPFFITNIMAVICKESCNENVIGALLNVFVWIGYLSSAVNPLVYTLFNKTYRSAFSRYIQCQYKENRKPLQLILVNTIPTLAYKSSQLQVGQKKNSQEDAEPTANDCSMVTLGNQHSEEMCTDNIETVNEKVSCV
# ABCB6 inh MLPCN: inhibitors of human ABC transporter ABCB6 | K562-ABCB6 porphyrin accumulation, flow cytometry, 1 h; stronger effect = lower value | Q9NP58 | fluorescence ratio to DMSO, % at 10 µM | 360,000 compounds, 0.19% hits | AID 602162;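 active = fluorescence ratio to DMSO below 75%, the collection mean minus 3 SD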;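 also: signal is porphyrin accumulated inside mitochondria; 100% equals median channel fluorescence of DMSO control wells; lower ratio means ABCB6 inhibition with less porphyrin fluorescence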
# Exocytosis inh: blocks lytic granule exocytosis | TALL-104 LAMP-1 surface exposure, flow cytometry; cells stimulated with thapsigargin and PMA | inhibition, % at 10 µM | 360,000 compounds, 0.66% hits;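 active = inhibition above about 55%, limit read from the data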
# PDI turbidity: blocks human protein disulfide isomerase activity. PDI insulin aggregation turbidity, A650, 90 min. AID 588391. inhibition, % at 10 µM. 350,000 compounds, 0.052% hits. P07237;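 active = mean inhibition across replicates of 30% or more, whatever share of single replicates reach that level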;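 also: absorbance from insulin aggregation driven by PDI reduction with DTT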
# Target sequence (P07237 whole entry, looked up): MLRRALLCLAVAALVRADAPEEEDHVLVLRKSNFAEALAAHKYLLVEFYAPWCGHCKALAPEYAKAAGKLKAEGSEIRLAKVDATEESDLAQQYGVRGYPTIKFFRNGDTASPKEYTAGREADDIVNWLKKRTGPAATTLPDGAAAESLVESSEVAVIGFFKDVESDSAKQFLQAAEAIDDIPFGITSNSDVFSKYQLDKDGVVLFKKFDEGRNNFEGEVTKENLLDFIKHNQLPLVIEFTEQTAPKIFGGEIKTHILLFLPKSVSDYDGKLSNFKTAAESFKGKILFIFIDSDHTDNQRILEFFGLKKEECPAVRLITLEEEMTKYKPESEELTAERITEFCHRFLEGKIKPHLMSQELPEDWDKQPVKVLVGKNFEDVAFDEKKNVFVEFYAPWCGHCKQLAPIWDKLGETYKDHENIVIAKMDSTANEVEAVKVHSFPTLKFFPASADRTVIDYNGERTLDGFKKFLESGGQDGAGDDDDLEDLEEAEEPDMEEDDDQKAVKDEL
# Cardio protect: protects H9c2 cardiomyocytes from peroxide injury; AID 588492; 360,000 compounds, 0.63% hits; H2O2 injury protection, ATPLite, 2 h; protection from H2O2 cell death, % at 20 µM;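 active = compounds giving at least 50% protection of heart cells from peroxide-induced death in the single-dose screen, raw or plate-pattern-corrected value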;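 also: 0% = DMSO wells with peroxide and 100% = DMSO wells without peroxide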
# Glyco luc inh: N-linked glycosylation inhibition; 360,000 compounds, 0.23% hits; reporter increase, % at 12.5 µM; D54 ERlucT glycosylation luciferase reporter, 24 h; percent of 100 nM tunicamycin response;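 active = mean luciferase reporter signal, scaled so untreated is 0 and the glycosylation-blocking control 100, at or above a set limit in every replicate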;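 also: luciferase carries N-glycosylation sites so blocking glycosylation raises the light; 0% = median of neutral control wells and 100% = median of 100 nM tunicamycin wells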
# CaV13 FRET inh: Primary screen for inhibitors of IQ motif and Ca2+-dependent inactivation inhibitor domain binding in CACNA1D, Förster resonance energy transfer in living cells, …; HEK cells, CFP/YFP FRET ICDI-IQ, plate reader, 10 min; percent FRET-ratio fall versus neutral wells; inhibition, % at 12.3 µM; 340,000 compounds, 0.098% hits;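 active = mean replicate inhibition of at least 30% and at least 1% of replicates passing that level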;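 also: 0% = median of the neutral control wells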
# hiPSC survival: increases survival of single human iPS cells | hiPSC single-cell survival, ATPlite luminescence; 100% = ROCK inhibitor wells, 0% = DMSO | survival enhancement, % at 20 µM | 360,000 compounds, 0.044% hits | AID 602274; in the data active = survival enhancement above about 18%;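 also: cells exposed to compounds for 16 hours before the ATP read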
# Vif imaging: inhibitors of HIV Vif; HEK293T cells, Vif self-association by quenched fluorescence, imaging, 24 h; inhibition, % at 7.49 µM; 340,000 compounds, 0.35% hits; AID 602346; in the data active = inhibition above about 50%, passing the limit was not always enough; also: some results filed as inactive read as strong as hits
# * = called active by the depositor; x = not tested or not shown.
SMILES,aDG glyco up,HTR2A ag,ABCB6 inh MLPCN,Exocytosis inh,PDI turbidity,Cardio protect,Glyco luc inh,CaV13 FRET inh,hiPSC survival,Vif imaging
CCNC(=O)C1CC(=O)N(c2ccc(Br)cc2)C1 (stereo unspecified),0.2,3,100,3,1,4,1,x,-6.5,2
Cc1cccc(C)c1NC(=O)C1C(c2ccccc2)=Nc2ccccc2N1C(=O)c1cnccn1 (stereo unspecified),0.1,3,x,3,x,x,x,-6,x,x
N#Cc1c(-c2ccccc2)cc(-c2ccccc2)nc1SCCC(=O)O,-0.2,2,101,-4,-9,2,2,-4,-0.8,-5
CC(=O)Nc1ccc(-c2nnn(CC(=O)c3ccccc3)n2)cc1Cl,0.0,3,92,1,-4,12,3,-4,-0.8,6
Cc1cc(C)c(NC(=O)COC(=O)c2cccc3c2C(=O)c2ccccc2C3=O)c(C)c1,1.0,5,99,-3,-3,-4,1,-3,-0.6,-4
CN(C[C@H](Cc1ccccc1)N(C[C@H](c1ccccc1)N(CCc1ccccc1)N=O)N=O)N=O,-0.1,-3,97,-2,0,1,-6,-10,2.1,-3
CC1=NN(C(=O)c2ccc(Cn3nc(C)cc3C)o2)C(O)(C(F)(F)F)C1 (stereo unspecified),-0.3,-2,97,-2,1,6,4,-6,-2.1,x
O=C(Nc1ccccc1Br)c1ccccc1-c1ccccc1,-0.2,0,108,0,-11,-4,11,-4,-1.1,-1
CCOC(=O)N1CCN(c2ccc(C(C)=O)cc2F)CC1C (stereo unspecified),0.4,2,99,1,-6,-1,1,-7,6.3,1
C=CCn1c(N)cc(=O)nc1SC(C)C(=O)Nc1cccc2ccccc12 (stereo unspecified),-0.2,-1,102,6,1,18,1,-6,-0.1,-8
C(=N\Nc1nc(N2CCOCC2)nc(N2CCOCC2)n1)/c1ccncc1,0.2,3,88,-2,-12,7,-2,-6,-1.0,-2
O=C(NCCCN1CCCCCC1)c1ccc(CS(=O)(=O)Cc2ccccc2F)o1,-0.1,-3,101,0,3,4,1,x,28*,-19
COC(=O)CCC(=O)c1oc2ccc(Cl)cc2c1NC(=O)CCCN1C(=O)c2ccccc2C1=O,0.1,0,91,0,-20,14,1,x,-2.8,38
COc1ccc(OC)c(NC(=O)C2CC(=O)N(CCc3ccc(F)cc3)C2)c1 (stereo unspecified),-0.1,3,48*,-1,0,8,2,x,-0.2,11
Cc1nn(CC(=O)NNC(=O)c2ccc(Br)cc2)c(C)c1[N+](=O)[O-],-0.3,1,98,7,8,7,1,-13,0.3,6
CC(=O)N(CCCNC(=O)c1ccccc1)C(=O)c1ccccc1,-0.2,2,97,-7,-3,3,1,-9,-2.0,-4
O=[N+]([O-])c1cccnc1NCCNc1ncc(C(F)(F)F)cc1Cl,-0.1,-5,106,-3,9,-17,-1,x,0.4,-10
Cc1ccc(N(CC(=O)NCC2CCCO2)C(=O)CCC(=O)Nc2ccccn2)cc1C (stereo unspecified),-0.1,-6,145,0,-3,7,1,x,-1.9,-7
COc1ccc(N(C(=O)COc2ccccc2)C2C=CS(=O)(=O)C2)cc1 (stereo unspecified),-0.1,-3,102,5,11,7,2,-8,0.2,-9
OC(c1ccccc1)c1ncc(-c2cccc(F)c2)[nH]1 (stereo unspecified),-0.2,-1,98,-2,0,-3,0,-11,3.8,7

# A draw from above in order of heavy-atom count, descending:
SMILES,aDG glyco up,HTR2A ag,ABCB6 inh MLPCN,Exocytosis inh,PDI turbidity,Cardio protect,Glyco luc inh,CaV13 FRET inh,hiPSC survival,Vif imaging
COC(=O)CCC(=O)c1oc2ccc(Cl)cc2c1NC(=O)CCCN1C(=O)c2ccccc2C1=O,0.1,0,91,0,-20,14,1,x,-2.8,38
Cc1cc(C)c(NC(=O)COC(=O)c2cccc3c2C(=O)c2ccccc2C3=O)c(C)c1,1.0,5,99,-3,-3,-4,1,-3,-0.6,-4
O=C(NCCCN1CCCCCC1)c1ccc(CS(=O)(=O)Cc2ccccc2F)o1,-0.1,-3,101,0,3,4,1,x,28*,-19
COc1ccc(OC)c(NC(=O)C2CC(=O)N(CCc3ccc(F)cc3)C2)c1 (stereo unspecified),-0.1,3,48*,-1,0,8,2,x,-0.2,11
C(=N\Nc1nc(N2CCOCC2)nc(N2CCOCC2)n1)/c1ccncc1,0.2,3,88,-2,-12,7,-2,-6,-1.0,-2
COc1ccc(N(C(=O)COc2ccccc2)C2C=CS(=O)(=O)C2)cc1 (stereo unspecified),-0.1,-3,102,5,11,7,2,-8,0.2,-9
CC(=O)Nc1ccc(-c2nnn(CC(=O)c3ccccc3)n2)cc1Cl,0.0,3,92,1,-4,12,3,-4,-0.8,6
Cc1nn(CC(=O)NNC(=O)c2ccc(Br)cc2)c(C)c1[N+](=O)[O-],-0.3,1,98,7,8,7,1,-13,0.3,6
O=C(Nc1ccccc1Br)c1ccccc1-c1ccccc1,-0.2,0,108,0,-11,-4,11,-4,-1.1,-1
OC(c1ccccc1)c1ncc(-c2cccc(F)c2)[nH]1 (stereo unspecified),-0.2,-1,98,-2,0,-3,0,-11,3.8,7
CCNC(=O)C1CC(=O)N(c2ccc(Br)cc2)C1 (stereo unspecified),0.2,3,100,3,1,4,1,x,-6.5,2

# Next part.
SMILES,aDG glyco up,HTR2A ag,ABCB6 inh MLPCN,Exocytosis inh,PDI turbidity,Cardio protect,Glyco luc inh,CaV13 FRET inh,hiPSC survival,Vif imaging
COc1cc(SC)ccc1C(=O)Nc1ccccn1,0.1,-4,89,-3,-4,-17,-16,-5,-0.6,-2
CSCCC(NC(=O)CCNC(=O)c1ccccc1Cl)c1nc2ccccc2[nH]1 (stereo unspecified),-0.3,-4,98,4,-1,0,0,-2,-0.2,-10
COc1ccc(CCNC(=O)CN(c2ccc(C)cc2)S(=O)(=O)c2c(C)noc2C)cc1OC,0.2,3,101,-5,-2,-13,-2,-4,0.8,x
Cc1ccc(C2(C)NC(=O)N(CC(=O)Nc3cc(S(=O)(=O)N4CCCCC4)ccc3OC(C)C)C2=O)cc1 (stereo unspecified),0.2,-2,98,4,13,-1,-2,-5,0.0,-13
Cc1cccc(-n2nc3c(c2NC(=O)c2c(F)cccc2F)CS(=O)(=O)C3)c1C,-0.4,5,106,-4,18,8,4,-3,0.1,-2
CCCCCNC(=O)C(c1ccc(C#N)cc1)n1c(=O)c(-c2ccco2)nc2ccccc21 (stereo unspecified),0.5,7,x,-5,x,x,x,-11,x,x
Cc1c(C#N)c(N=CN(C)C)c(C(=O)c2ccccc2)n1-c1ccc(Br)cc1,0.3,3,98,-3,-6,0,1,-4,-1.8,28
Cc1cccn2c(=O)c(C(=O)NC3CCCCC3C)c(O)nc12 (stereo unspecified),-0.4,11,100,2,0,-6,-1,-3,-0.3,21
C/C(=N/NC(=O)c1ccoc1C)c1ccc(NC(=O)C2CCCC2)cc1,0.0,-4,99,-3,-3,3,0,-4,-1.0,4
COc1ccc(NC(=O)C2CCN(S(=O)(=O)c3c(C)noc3C)CC2)cc1Cl,0.0,0,94,-1,-1,-2,-1,-8,3.1,-8
CCn1c(CCNC(=O)c2cccs2)nnc1SCC(=O)Nc1cccc(Cl)c1,0.2,-2,96,0,-1,6,-1,-4,-1.8,0
CCCc1cc(=O)[nH]c(SCc2cc(=O)oc3cc(C)c(C(C)C)cc23)n1,0.2,-2,101,2,-9,0,0,-3,3.8,1
CN(c1ccccc1C(=O)Nc1ccccc1C(=O)NCc1ccco1)S(C)(=O)=O,0.3,14*,99,0,-3,4,0,-5,-0.4,-4
C#CCN1C=CC(=O)[C@@H](OC(=O)Nc2ccc(C)cc2)[C@H]1c1ccccc1Br,-0.1,-10,95,-2,-1,5,0,-3,0.0,-10
CC1=NCCN1S(=O)(=O)c1ccccc1[N+](=O)[O-],0.0,0,106,-1,-8,2,3,-6,1.3,-1
Cc1cc(C(F)(F)F)cc(NNC(=O)NC(=O)c2c(F)cccc2Cl)n1,-0.1,6,98,7,14,1,-1,-5,-0.5,26
CC(NC(=O)Cn1nc(-c2ccccc2)c2ccccc2c1=O)c1ccccc1 (stereo unspecified),0.5,1,96,-1,-5,9,0,-5,-1.3,-19
COc1cc(O)c(C(CC(=O)N2CCOCC2)c2ccc3c(c2)OCO3)c(OC)c1 (stereo unspecified),0.0,-4,96,6,-1,5,2,-5,-1.1,x
CCCCNC(=O)Cn1cnc([N+](=O)[O-])n1,0.0,4,91,-2,-6,4,0,-5,2.3,-4
COc1ccc(C2c3cc4c(cc3OC(NNC(N)=O)C2C)OCO4)cc1 (stereo unspecified),0.2,5,107,2,-3,-3,14,-6,0.0,-16
CC1CC(=O)Nc2ccccc2N1S(=O)(=O)c1ccc(C#N)cc1 (stereo unspecified),0.0,1,102,2,-6,6,-2,0,0.2,-3
CCCN1CCN(S(=O)(=O)c2c(C)[nH]c(C)c2C(=O)N2CCCCC2)CC1,-0.1,4,95,0,-5,-1,-3,-5,3.8,-9
NC(=O)CC(NC(=O)c1ccccc1)c1ccc(NC2CCN(Cc3ccccc3)CC2)c([N+](=O)[O-])c1 (stereo unspecified),-0.1,-3,96,-2,5,5,3,-4,-1.3,1
COc1ccc(C(=O)CSc2nnc(Cn3cnc4ccccc43)o2)cc1,4.1,3,89,-2,5,-11,0,-4,-1.3,-41
CC1CCN(CCCNC(=O)c2ccc3c(Cl)c4c(nc3c2)CCCC4)CC1,0.5,-5,95,5,-6,-2,-8,-5,-0.4,10
COc1cc(OC)c(C(=O)NCc2cccnc2)cc1OC,0.3,0,93,-2,1,6,2,-3,0.4,-6
Cc1cc(C(=O)Nc2c(C)nn(Cc3ccc(F)cc3)c2C)on1,-0.1,1,100,-1,-9,6,2,-6,0.8,1
N#CC1(Nc2ccc(S(N)(=O)=O)cc2)CCCC1,0.0,-1,105,3,5,0,-10,-5,0.3,2
O=C(Nc1ccc(Cl)c(Cl)c1)c1cccc(S(=O)(=O)NCc2cccnc2)c1,3.2,-7,101,14,-12,-25,-4,-3,0.4,1
Cc1cc(C)c(C#N)c(SCCS(=O)(=O)Cc2ccccc2)n1,0.1,-5,100,-1,3,3,-2,-7,0.4,-8
CCOc1ccccc1CN1CCN(S(C)(=O)=O)CC1,-0.1,2,96,-12,1,10,0,-8,2.4,4
Cc1ccc(C2NC(=O)c3c(sc4c3CCN(C)C4)N2)s1 (stereo unspecified),0.6,3,139,-1,2,-4,-1,x,-0.9,11
CCCN=Cc1ccc(O)cc1,-0.4,-1,102,3,2,1,0,-3,0.5,-2
COc1ccccc1COC(=O)c1cccc(S(=O)(=O)N2CCCC2)c1,-0.3,2,95,-2,-8,-8,-3,-6,-0.4,-11
CCOC(=O)C(NC(C)=O)C(=O)Nc1ccc(OC)cc1 (stereo unspecified),-0.3,7,95,0,-15,0,0,-5,-2.8,-3
CSC1CCCCC1(O)CSc1nc2ccccc2o1 (stereo unspecified),0.7,-6,102,0,-12,-6,1,-4,0.5,4
